# From PubChem
# MBNL1-CUG inh: MBNL1-poly(CUG) RNA binding inhibition. Q9NR56. TR-FRET MBNL1-His/biotin-(CUG)12 binding, 665/545 ratio. Potency, µM (highest dose often 57.5 µM), for the others: top-dose activity change, negative = inhibition, actives largely listed as inhibitors. actives 0.036% (n = 280,000); active means well fitted inhibition curve with a large enough effect in the signal ratio, with a control signal flat, not every such curve was filed as active; inconclusive means small, poorly fitted or top-dose-only effect, or effect the other way, or a change in a side signal; inactive means no such curve, though single readings can be large or run the other way; the % refers to the signal ratio; further: potency means the concentration at half of the fitted maximal effect; on the % scale 0 is the no-effect control and ±100 the full control effect
#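 His-tagged MBNL1 binding to biotinylated (CUG)12 RNA was measured by TR-FRET using terbium anti-His antibody (0.055 ng/ul final) and streptavidin-XL665 (5 nM final). Compounds were titrated 92 nM to 58 uM; 60 min at room temperature.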
# TRPV1 ag: activates the human vanilloid receptor TRPV1 | activation, % at 8.33 µM | Q8NER1 | TRPV1-expressing cells, Fluo-8 calcium influx, agonist mode | actives 0.19% (n = 320,000); in the data active means activation above about 80%; inconclusive means between about 30% and that limit; further: 0% is about no effect
#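 TRPV1-expressing cells were cultured overnight at 35.5C and loaded with Fluo-8 calcium dye for 40 to 90 min at room temperature. After a 10 s baseline, compound was added and calcium influx was read kinetically for 3 min (ex 480/em 520 nm).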
# GALK inhibitor: blocks human galactokinase activity | Purified GALK, Kinase-Glo residual ATP luminescence | Potency, µM (series often up to 57.5 µM), without a hit: at the highest dose activity change, negative = inhibition, actives largely listed as inhibitors | actives 0.007% (n = 270,000); further: potency means the concentration at half of the fitted maximal effect; on the % scale 0 is the no-effect control and ±100 the full control effect
# Target sequence (P51570 whole entry, looked up): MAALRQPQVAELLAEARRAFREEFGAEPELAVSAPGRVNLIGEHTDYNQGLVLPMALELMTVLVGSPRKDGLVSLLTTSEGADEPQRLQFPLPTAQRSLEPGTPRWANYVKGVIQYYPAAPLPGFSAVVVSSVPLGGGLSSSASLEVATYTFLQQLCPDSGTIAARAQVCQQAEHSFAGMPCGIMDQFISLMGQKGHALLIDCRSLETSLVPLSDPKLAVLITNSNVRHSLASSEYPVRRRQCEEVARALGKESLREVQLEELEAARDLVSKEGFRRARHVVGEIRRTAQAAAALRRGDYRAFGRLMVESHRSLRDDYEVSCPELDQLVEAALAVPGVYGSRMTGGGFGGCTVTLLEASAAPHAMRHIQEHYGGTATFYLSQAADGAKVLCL
#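 Quantitative HTS: GALK 5 nM, ATP 35 uM, galactose 100 uM, 1 h room temperature, then luciferase-based ATP detection.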
# KCNH2 3.1 block: blocks the human KCNH2 3.1 channel isoform; U2OS KCNH2 3.1, thallium flux FluxOr; active compounds read low; activity change, % (tested at about 1.8 µM); actives 0.95% (n = 340,000); AID 720553;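 active means maximum activity change below -70%; inconclusive means maximum activity change from -70% to -50%; inactive means maximum activity change above -50%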;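 further: thallium influx rate constant from kinetic fluorescence after stimulation buffer; on the % scale 0 is the no-effect control and ±100 the full control effect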
#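 Thallium flux via FluxOr fluorescence (Red40 quencher, 45 min loading) in U2OS cells virally expressing the KCNH2 3.1 isoform (1.77 x 10^8 /mL virus, overnight at 37 C). Rate constants from 2-min kinetic reads post-stimulation, normalised to positive and negative controls.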
# A-T KAP1 phos: candidate therapy for ataxia-telangiectasia; […] A-T fibroblasts, KAP-1 phosphorylation AlphaLISA; neocarzinostatin DNA damage 30 min before lysis; Potency, µM (series often up to 57.5 µM), without a hit: at the top dose activation, hits mostly activators; actives 0.19% (n = 320,000); further: potency means the concentration at half of the fitted maximal effect; % of control where 0% means no effect; nearly all actives have a fitted effect of over 45% in size
#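 ATM-like activity read as KAP-1 phosphorylation via AlphaLISA donor/acceptor antibody pairs after lysis and 6 hr at 25C. Cells were ATM-null patient fibroblasts ([…], hTERT), dosed 60 min, then exposed to the DSB inducer NCS for 30 min.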
# CXXC DNA block: MLL CXXC-DNA interaction inhibition. AID 2662. Potency, µM (highest dose often 115 µM), for inactives: at the top dose activity change, negative = inhibition, most hits filed as inhibitors. Q03164. actives 0.037% (n = 290,000). MLL-CXXC / FITC-HOXA9 DNA fluorescence polarization; active means well fitted inhibition curve with a large enough effect in the polarisation, with a control signal flat, not every such curve was filed as active; inconclusive means small, poorly fitted or top-dose-only effect, or effect the other way, or a change in a side signal; inactive means no such curve, though single readings can be large or run the other way; the % refers to the polarisation; further: potency means the concentration at half of the fitted maximal effect
#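 Fluorescence polarization: 7 uM MLL-CXXC (stock) preincubated 5 min with compounds, then 50 nM fluorescein-HOX-A9 DNA (stock) added; 30 min ambient. Buffer 50 mM Tris-HCl pH 7.5, 50 mM NaCl, 1 mM DTT, 0.05% BSA.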
# a7 integrin act: activates integrin-mediated alleviation for muscular dystrophy. AID 624291. actives 0.064% (n = 350,000). alpha7betagal myoblasts, beta-gal FDG fluorescence, 48 h. Potency, µM (doses to about 38.3 µM), for inactives: top-dose activation, actives largely listed as activators;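 further: potency means the concentration at half of the fitted maximal effect; 100% = response of the positive control SU9516; nearly all actives have a fitted effect of over 60% in size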
#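 Alpha7betagal+/- myoblasts (passage 13) were plated 16-24 hr, then exposed to compounds (1:260 dilution of DMSO stock) for 48 hours at 37C. After MPER lysis, β-galactosidase reporter activity was read as FDG fluorescence (ex 480/em 540) after 30 minutes.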
# FBPA coupling cs: counter-screen for Giardia aldolase inhibitors: coupling enzyme system; actives 0.67% (n = 290,000); coupling enzyme system counterscreen, AmpLite Red fluorescence; AID 2472; activity change, negative = inhibition, % at 58.2 µM, hits read low; in the data active means activity change below about -30%; further: on the % scale 0 is the no-effect control and ±100 the full control effect
#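 Compounds tested against the coupling enzymes alone at 57.5 uM final; readout was AmpLite Red fluorescence (525/598 nm) after 20 min at RT.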
# ASM inhibitor: inhibitors of human secretory acid sphingomyelinase; placental ASM, HMU-PC fluorogenic substrate, 60 min; actives 0.006% (n = 340,000); P17405; Potency, µM (top dose mostly 57.5 µM), for the others: top-dose activity change, negative = inhibition, usual class: inhibitors; further: potency means the concentration at half of the fitted maximal effect
# Target sequence (P17405 47-631 limits assumed): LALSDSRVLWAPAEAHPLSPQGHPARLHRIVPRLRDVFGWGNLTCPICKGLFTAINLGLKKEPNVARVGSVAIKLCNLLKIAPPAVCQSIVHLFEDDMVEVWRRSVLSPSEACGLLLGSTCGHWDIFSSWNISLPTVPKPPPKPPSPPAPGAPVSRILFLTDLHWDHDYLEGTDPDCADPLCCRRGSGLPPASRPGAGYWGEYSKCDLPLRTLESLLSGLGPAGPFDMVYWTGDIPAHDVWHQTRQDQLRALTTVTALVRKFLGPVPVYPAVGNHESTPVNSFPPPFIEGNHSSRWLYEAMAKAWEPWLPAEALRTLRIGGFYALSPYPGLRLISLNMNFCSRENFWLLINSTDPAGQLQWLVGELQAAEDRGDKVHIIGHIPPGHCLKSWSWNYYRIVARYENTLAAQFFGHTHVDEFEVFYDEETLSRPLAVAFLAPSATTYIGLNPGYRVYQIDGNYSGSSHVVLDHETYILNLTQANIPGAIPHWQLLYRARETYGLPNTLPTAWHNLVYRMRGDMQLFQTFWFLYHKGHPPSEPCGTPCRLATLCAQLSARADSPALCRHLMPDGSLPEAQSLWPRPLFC
#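 Fluorescence read-out (Ex 386 nm, Em 447 nm) after stopping the reaction at pH 10. Enzyme: ASM from human placenta; substrate HMU-PC0, 9 uM final; 60 min, 37 °C. Compound preincubation 10 min, ambient temperature.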
# KCNH2 WT inh: KCNH2 (human, wildtype) channel inhibition; Q12809; actives 0.37% (n = 340,000); activity change, % at 1.84 µM; U2OS, BacMam KCNH2, thallium flux FluxOr; active compounds read low;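 active means maximum activity change below -70%; inconclusive means maximum activity change between -70% and -50%; inactive means maximum activity change above -50%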; further: on the % scale 0 is the no-effect control and ±100 the full control effect
#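 U2OS cells transduced with wild-type KCNH2 virus are loaded with FluxOr dye for 45 min, and thallium flux is measured in kinetic reads before and after stimulation buffer. Rate constants are normalized to DMSO controls.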
# Numbers without * were called inactive; i = inactive; ? = inconclusive; . = not tested or not shown; [ ] = dose if it differs, or a comment. Unless noted, the call rests on the fitted dose curve; in most records, active means well fitted curve in the direction sought with a large enough effect; inconclusive means small, poorly fitted or top-dose-only effect, or another doubt; inactive means no such curve, though single readings can be large; an effect the other way counts as inactive or inconclusive. Rows were taken by chance (roughly 2% active in at least one column).
SMILES	MBNL1-CUG inh	TRPV1 ag	GALK inhibitor	KCNH2 3.1 block	A-T KAP1 phos	CXXC DNA block	a7 integrin act	FBPA coupling cs	ASM inhibitor	KCNH2 WT inh
CN(C)S(=O)(=O)N1CCN(c2cc(Cl)ccc2Cl)CC1	-10%	-2	1%	-13	15%	-3%	-25%	1	-4%	0
COc1ccc(C(=O)Nc2ccc3[nH]ncc3c2)cc1	-13%	?	-2%	-13	-9%	-10%	34%	-6	0%	-5
O=C(CCCC(=O)N/N=C/c1ccccc1C(=O)O)N/N=C/c1ccccc1C(=O)O	-11%	3	.	6	7%	1%	-22%	3	3%	17
Cc1onc(-c2c(F)cccc2Cl)c1C(=O)NC(C)c1ccccc1 (configuration not stated)	6%	2	2%	-4	15%	0%	-25%	1	4%	-4
c1ccc2c(-c3csc(-c4ccncc4)n3)c[nH]c2c1	?	2	-2%	-2	5%	1%	-61%[inhibitor]	-3	1%	8
CO[C@@]1(NC(=O)C2SC(=C(C(N)=O)C(=O)O)S2)C(=O)N2C(C(=O)O)=C(CSc3nnnn3C)CS[C@@H]21 (some centres not stated)	.	-1	.	8	-6%	.	.	.	-2%	-9
COc1cc2c(cc1OC)C1(CCCC1)CNC2C (configuration not stated)	-2%	2	1%	-12	0%	-6%	-21%	1	2%	-20
O=[N+]([O-])c1cc(C(F)(F)F)ccc1SCC(O)CO (configuration not stated)	?	-3	0%	5	0%	-12%	5%	0	-2%	-13
Nc1ccc(S(=O)(=O)c2ccc(N)c(N)c2)cc1	-12%	-2	1%	-7	1%	1%	40%	0	4%	-1
CC1CCCCN1S(=O)(=O)c1ccc(C(=O)Nc2ccccc2-c2nc3ccccc3s2)cc1 (configuration not stated)	-5%	-1	.	-3	-13%	21%	5%	2	69%[activator]	4
COc1cccc(CNC(=O)CCS(=O)(=O)c2cc3c(cc2C)NC(=O)CO3)c1	-5%	-1	.	6	6%	.	19%	1	-2%	5
CCOC(=O)C1=C(CC)Nc2ccccc2N=C1NC(=O)CCN1C(=O)C2CCCCC2C1=O (configuration not stated)	.	3	-2%	-4	1%	2%	0%	-1	2%	3
CC(C)OCCCNC(=O)c1ccc(Br)cc1	-3%	21	.	2	1%	-2%	-9%	0	0%	3
CC(Oc1ccc(Cl)cc1)C(=O)N(C)CC(=O)Nc1ccc(N2CCOCC2)cc1 (configuration not stated)	0%	5	5%	1	13%	-1%	-26%	.	-3%	-5
COc1cc(NS(=O)(=O)c2ccc(N/C=C\C(=O)c3ccc(OC)c(OC)c3)cc2)nc(OC)n1	.	-10	0%	4	0%	-5%	1%	0	.	0
Cc1cc(C)n2nc(SC(C)C(=O)N3CCOCC3)nc2n1 (configuration not stated)	.	0	.	-1	1%	.	-9%	.	7%	-4
O=[N+]([O-])c1ccccc1/C=N/Nc1nc(N2CCCC2)nc(N2CCCC2)n1	.	?	1%	1	-3%	8%	-17%	0	-3%	3
COc1ccc(C(=O)NCC(=O)N2CCCC(C)C2)cc1OC (configuration not stated)	-3%	0	7%	-6	7%	6%	36%	2	-1%	5
CC(C)(C)NS(=O)(=O)c1ccc(NC(=O)CS(=O)(=O)Cc2ccccc2)cc1	-13%	-1	-8%	-5	0%	-8%	-4%	.	-2%	-2
Cc1cnc(C(=O)Nc2ccccc2-n2cccc2)cn1	-7%	-1	0%	2	.	-2%	2%	0	3%	-2
COc1ccnc(Oc2ccccc2)c1C(=O)N/C=N/OCc1ccccc1F	0%	15	3%	-5	-2%	-12%	6%	0	-1%	2
CN1CCc2c(sc3c2c(NCc2ccco2)nc2nnnn23)C1	-1%	9	4%	-39	12%	3%	-18%	-19	56%[activator]	-8
CCCn1nc(C(=O)N2CCN(c3ccccn3)CC2)c2ccccc2c1=O	.	.	.	-2	-2%	.	-11%	.	0%	5
Fc1ccccc1Nc1n[nH]c(=S)s1	-7%	-5	13%	-2	-6%	5%	-9%	2	-2%	-6
CCCCC(=O)Nc1cc(C)c2c(=O)oc3ccccc3c2n1	-7%	26	6%	-4	3%	-6%	20%	-1	-2%	-3
CCOc1cc(C(=O)N(C)Cc2cc3ccccc3[nH]c2=O)cc(OCC)c1OCC	-9%	3	0%	-21	2%	3%	19%	2	-1%	3
O=C(CCC1CCCC1)N1CCN(C(=O)C2CC2)CC1	?	1	1%	.	12%	0%	4%	-2	-1%	10
CC1CC2(C)C(=CC1=O)CCC1C2C(O)CC2(C)C1CCC2(O)C(=O)CO (configuration not stated)	.	.	.	10	.	.	0%	.	0%	2
COCCn1c(SCc2ccc(C(=O)OC)o2)nc2ccccc2c1=O	?	0	0%	-10	4%	-1%	15%	0	-1%	3
C#Cc1cccc(-n2nnc(C(=O)OC)c2-c2ccccc2)c1	-8%	-6	4%	-7	-5%	-20%	-4%	-4	2%	-11

# No new results follow: an excerpt of the list.
SMILES	MBNL1-CUG inh	TRPV1 ag	GALK inhibitor	KCNH2 3.1 block	A-T KAP1 phos	CXXC DNA block	a7 integrin act	FBPA coupling cs	ASM inhibitor	KCNH2 WT inh
COc1ccnc(Oc2ccccc2)c1C(=O)N/C=N/OCc1ccccc1F	0%	15	3%	-5	-2%	-12%	6%	0	-1%	2
CN1CCc2c(sc3c2c(NCc2ccco2)nc2nnnn23)C1	-1%	9	4%	-39	12%	3%	-18%	-19	56%[activator]	-8
CCCn1nc(C(=O)N2CCN(c3ccccn3)CC2)c2ccccc2c1=O	.	.	.	-2	-2%	.	-11%	.	0%	5
Fc1ccccc1Nc1n[nH]c(=S)s1	-7%	-5	13%	-2	-6%	5%	-9%	2	-2%	-6
CCCCC(=O)Nc1cc(C)c2c(=O)oc3ccccc3c2n1	-7%	26	6%	-4	3%	-6%	20%	-1	-2%	-3
CCOc1cc(C(=O)N(C)Cc2cc3ccccc3[nH]c2=O)cc(OCC)c1OCC	-9%	3	0%	-21	2%	3%	19%	2	-1%	3
O=C(CCC1CCCC1)N1CCN(C(=O)C2CC2)CC1	?	1	1%	.	12%	0%	4%	-2	-1%	10
CC1CC2(C)C(=CC1=O)CCC1C2C(O)CC2(C)C1CCC2(O)C(=O)CO (configuration not stated)	.	.	.	10	.	.	0%	.	0%	2

# Other compounds follow.
SMILES	MBNL1-CUG inh	TRPV1 ag	GALK inhibitor	KCNH2 3.1 block	A-T KAP1 phos	CXXC DNA block	a7 integrin act	FBPA coupling cs	ASM inhibitor	KCNH2 WT inh
CC(=O)Oc1c(C)c(C)c2c(c1C)CC[C@@](C)(CCC[C@H](C)CCC[C@H](C)CCCC(C)C)O2	.	-3	.	5	24%	.	.	1	-3%	-21
CC(=O)Nc1ccc(S(=O)(=O)Nc2cc(C)cn(Cc3ccccc3)c2=O)cc1	2%	4	-2%	-16	8%	-6%	0%	-16	0%	0
Cc1cc(S(=O)(=O)Nc2c(C)nc3nc[nH]n3c2=O)ccc1F	-11%	-1	-1%	4	-7%	-4%	-18%	2	0%	-5
N=c1oc2cc(O)ccc2cc1C(=O)Nc1ccc(Cl)cc1	3%	6	.	-15	22%	93%[activator]	36%	1	i	-11
O=C1OCCC1Sc1nc2ccccc2c(=O)n1Cc1ccc(F)cc1 (configuration not stated)	-10%	-7	2%	-30	3%	-1%	1%	1	.	6
FC(F)(F)c1cc(CCN2CCNC[C@H]2Cc2cccc3ccccc23)cc(C(F)(F)F)c1	.	10	.	7	11%	.	-44%	.	-17%	-8
O=C(NC(=O)c1ccccc1)NC(=O)c1ccccc1	1%	21	0%	-16	-3%	4%	3%	3	5%	-7
COc1c(NC(C)=O)c2c(c([N+](=O)[O-])c1OC)C(=O)OC2	.	.	.	11	.	.	6%	.	-1%	-3
C=CCNc1nc(-c2ccc([N+](=O)[O-])cc2)cs1	?	-1	.	5	8%	-3%	26%	-3	-3%	0
